PriA SSB inh: inhibitors of Klebsiella pneumoniae PriA binding to SSB C-terminal tail, primary screen, biochemical, AlphaScreen. AlphaScreen SSBct-PriA binding, biotinylated peptide. inhibition, % at 33 µM. 430,000 tested, 0.6% active. AID 1272365, 2023; in the data active = inhibition mostly above about 37%, no sharp cut-off; inactive = mostly below about 20%;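 note: plate controls were negative control peptide for no effect and reference peptide for full effect; strong numbers were not always called active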
* marks the source's active call; other numbers are inactive results; & = joins results of further samples. Only part of the results is shown; rates above refer to the full screens.

SMILES	PriA SSB inh
Cc1cccc(NC(=O)Cc2csc3nc(-c4ccc(F)cc4)cn23)c1	-4
Cc1ccc(CSc2nnc(SCC(=O)NN=Cc3c(C)nn(-c4ccccc4)c3C)s2)cc1	0
Cc1nc(C)c(C(=O)N2CC(S(=O)(=O)CC(C)C)C2)s1	-8
Cc1cc(C)c(NC(=O)NC(=O)c2ccc(F)cc2)c(C)c1	-10
O=C(NCc1cccnc1N1CCOCC1)C1CCCN(c2cc(-n3cncn3)ncn2)C1 (stereo not given)	-6
O=C(NC1CCSC1=O)c1csc(-c2cnccn2)n1 (stereo not given)	-3
CCOC(=O)NCC1(O)CCOc2ccccc21 (stereo not given)	-7
O=C1C[C@H](NC(=O)c2cc3n(n2)CCCO3)CN1	-9
CCCCOc1ccc(C(O)=C2C(=O)C(=O)N(CCN(C)C)C2c2ccc(O)c(OC)c2)cc1 (stereo not given)	1
COc1cccc2sc(OC3CN(C(=O)c4cnn(-c5ccccc5)c4C)C3)nc12	-1
Cc1nn(Cc2ccc(C(=O)NN=Cc3ccncc3)o2)c(C)c1Cl	6
COc1cc(C=NNC(=O)c2[nH]nc3c2CCc2ccccc2-3)ccc1O	-8
O=C(OCCOc1ccc(F)cc1)c1cn(-c2cccc(F)c2)c(=O)c2ccccc12	-15
CC(=O)Nc1ccc(S(=O)(=O)NCCc2cc(C)no2)cc1	-11
COc1ccc(OC)c(NC(C)=CC(=O)c2ccc(C)o2)c1	19
CC(=O)N1CCN(c2ccnc3c2c(=O)n(CC(=O)Nc2ccc(F)cc2F)c(=O)n3C)CC1	-8
Cc1nn(-c2ccccc2)c(Cl)c1C=NNC(=O)OC(C)(C)C	-12
Cc1ccc(NC(=O)CN2C(=O)NC3(CCCC3)C2=O)cc1Cl	2
COc1cc2cc(C(=O)NN=Cc3ccccc3Cl)[nH]c2cc1OC	-9
COc1c(Br)cc(Br)cc1C=Nn1c(C)nnc1C	-8
C=CCn1c(=NC(=O)C2COc3ccccc3O2)sc2cc(C(=O)OCC)ccc21 (stereo not given)	-3
O=C(Nc1ccc(OCc2ccccc2)cc1)c1cc(=O)[nH]cn1	-3
CC(C)Oc1ccc(C(=O)Nc2ccc3c(c2)C(=O)NCCO3)cc1	-5
COc1ccc(CCNC(=O)c2cc3cccnc3n(Cc3ccc(F)cc3)c2=O)cc1OC	-13
Cc1cc(C(=O)Nc2ccc(Br)cc2)c(C)o1	-2

4 entries from above in another layout:
COc1cccc2sc(OC3CN(C(=O)c4cnn(-c5ccccc5)c4C)C3)nc12
- PriA SSB inh: -1

Cc1nn(Cc2ccc(C(=O)NN=Cc3ccncc3)o2)c(C)c1Cl
- PriA SSB inh: 6

COc1cc(C=NNC(=O)c2[nH]nc3c2CCc2ccccc2-3)ccc1O
- PriA SSB inh: -8

O=C(OCCOc1ccc(F)cc1)c1cn(-c2cccc(F)c2)c(=O)c2ccccc12
- PriA SSB inh: -15

More structures
SMILES	PriA SSB inh
CSc1cccc(C(=O)Nc2nnc(-c3ccc4c(c3)OCO4)o2)c1	-11
CN(C1CCCC1)S(=O)(=O)c1ccc(C(=O)Nc2nc(-c3ccc(F)cc3)cs2)cc1	2
O=C(CSc1ccc2nnc(-c3cccs3)n2n1)Nc1ccccc1C(F)(F)F	7
O=C(Nc1cnc(Oc2ccccc2)nc1)c1c(F)cccc1Cl	1
O=C(NCc1cccs1)c1cc(=O)[nH]c2ccc(S(=O)(=O)N3CCCCC3)cc12	-2
COc1ccccc1-c1ccc(N2CCC(C(=O)Nc3nccs3)CC2)nn1	8
O=S(=O)(Cc1ccccc1)NCCOc1ccc2nnc(-c3ccc(F)cc3)n2n1	-19&-3
COc1cc(C=NNC(=O)c2c(C)nnn2-c2nonc2N)ccc1O	5
O=C(N1CCC(CSc2ccccn2)CC1)C1(c2cccs2)CCCC1	-15
CCc1ccc(S(=O)(=O)N2CCOC(c3ccccc3)C2)s1 (stereo not given)	-11
Nc1nnnn1CC(=O)NN=Cc1cc([N+](=O)[O-])ccc1Cl	-13
CC(=O)N1N=C(c2ccc[nH]2)CC1c1ccc2nccnc2c1 (stereo not given)	-13
Cc1nn(C)c(C)c1C=NNC(=O)CCn1cc([N+](=O)[O-])cn1	9
CSc1ccccc1NC(=O)C[C@@H]1Nc2cc(C)c(C)cc2NC1=O	-13
COc1cccc(C(c2sc3nc(-c4ccco4)nn3c2O)N2CCC3(CC2)OCCO3)c1 (stereo not given)	-21
Cc1cc(N)nc(N2CCC(C(N)=O)CC2)n1	-5
O=C(Nc1nnc(-c2ccc(Cl)s2)o1)c1cc(-c2ccccc2)nc2ccccc12	-17
O=C(NCCN1CCN(c2ccccc2)CC1)C(=O)Nc1ccc(OC(F)(F)F)cc1	-23&-1
CCOc1cc(C=NNC(=O)OC(C)(C)C)ccc1OC(=O)c1ccco1	-4
COc1ccc([C@@H](O)CNC(=O)Nc2ccccc2Cl)cc1OC	-12
C=c1c(=C2NN=C(c3cccnc3)O2)oc2ccccc12	-12
CC(C)c1ccc(C=NNC(=O)CCNC(=O)c2ccccc2)cc1	5
CO[C@@H](CNC(=O)C(C)(C)OC(C)=O)c1ccc(Cl)s1	7
Cc1cc(C)n2cc(CSc3nncc(-c4ccccc4)n3)nc2n1	-5
COc1ccc(N(Cc2ccccc2)C(=O)COc2ccc(C)cc2)cc1	-13&-10

Rewritten with each value named: entries from further up
SMILES: O=C(Nc1nnc(-c2ccc(Cl)s2)o1)c1cc(-c2ccccc2)nc2ccccc12
  PriA SSB inh = -17

SMILES: O=C(NCCN1CCN(c2ccccc2)CC1)C(=O)Nc1ccc(OC(F)(F)F)cc1
  PriA SSB inh = -23&-1

The results go on.
SMILES	PriA SSB inh
COc1ccc(Cl)cc1NC(=O)C(=O)NCC(c1ccc2c(c1)CCN2C)N(C)C (stereo not given)	39
COc1cc(C(=O)NN=Cc2ccc(OC(=O)c3cccc(C)c3)c(OC)c2)ccc1O	0
Cc1noc(C)c1Cn1ncn2nc3c(c2c1=O)CCCC3	-8
O=C(NCCN1CCn2cc(OCc3ccccc3)c(=O)cc2C1=O)c1cccc(F)c1	-9
O=[N+]([O-])c1ccccc1NN=Cc1ccc2c(c1)OCO2	-16
CSc1ccccc1C(=O)Nc1sc2c(c1C(N)=O)CCCC2	5
CS(=O)(=O)N1CCC(C(=O)NCCCn2ccc3cccnc32)CC1	3
O=C(Cc1ccc2c(c1)OCO2)Nc1ccc2sccc2c1	-62
Cn1nnc2c(N3CCN(C(=O)Cc4cccs4)CC3)ncnc21	-6
Cc1ccc(S(=O)(=O)ON=C2C=CC(=O)C=C2)cc1	-19
O=C1c2ccccc2C(=O)c2c(NC(=O)C3CCCN3S(=O)(=O)c3cccs3)cccc21 (stereo not given)	7
O=c1[nH]c(=O)n(CCC2=CCCCC2)c(O)c1C=NN1CCOCC1	-1
CCOc1ccc(C2C(=C(O)c3cccc(OC)c3)C(=O)C(=O)N2c2ccccn2)cc1OC (stereo not given)	-9
O=C(CSc1nnc(CNC(=O)c2ccc(S(=O)(=O)N3CCCC3)cc2)n1-c1ccc(Br)cc1)Nc1cc(C(F)(F)F)ccc1Cl	-4&8
c1ccc2c(C34CC5CC(C3)CC(c3cccc6ccccc36)(C5)C4)cccc2c1	-10
CCS(=O)(=O)Nc1ccc2c(c1)N(C(=O)C1CCCO1)CC2 (stereo not given)	-5
O=C(CN1C(=O)COc2ccccc21)Nc1cccc(F)c1	40
COC[C@@](C)(O)CNC(=O)c1cc(-c2ccc(F)cc2)nn1C	-12
Cc1cccc(Cn2cc(SCC(=O)NCC3CCCO3)c3ccccc32)c1 (stereo not given)	8
O=C(Nc1cccc(-c2cn3ccsc3n2)c1)c1cccc(C(F)(F)F)c1	18
CC1(C)SC(=NN=Cc2cccs2)NC1=O	-17
COc1cc2[nH]c3c(=O)n(CC(=O)N4CCN(C5CCCCC5)CC4)cnc3c2cc1OC	-13
CCOc1ccc2nc(N(Cc3cccnc3)C(=O)c3ccnn3CC)sc2c1	7
CC/C(=N\NC(=O)CSc1nc2ccccc2[nH]1)c1ccccc1	-8
O=[N+]([O-])c1ccccc1/C=C/C=Nn1c(-c2ccccc2)n[nH]c1=S	32
More results:
SMILES	PriA SSB inh
COc1ccccc1/C=C/C=Nn1c(C)nnc1C	-5
O=C(NN=CC1CC=CCC1)c1ccccc1O (stereo not given)	9
COCCN1CCC(NC(=O)c2ccsc2)CC1	-23
COc1cc(NC(=O)c2cc(=O)c(OC)co2)cc(OC)c1OC	-6&-1
COc1cccc(C(=O)Nc2ncnc3sccc23)c1OC	10
COc1cc(CNC(=O)[C@H]2CCc3nc(C)[nH]c3C2)ccn1	-3
CN(C)c1ccc(C=NNC(=O)CNC(=O)/C=C/c2ccccc2)cc1	-1
COc1ccc(C2=NN(S(C)(=O)=O)[C@H](c3c(F)cccc3Cl)C2)cc1OC	-14
COc1ccc(C=NNc2ncnc3sc4c(c23)CCCC4)cc1O	10
O=C(Nc1nnc(-c2cccc([N+](=O)[O-])c2)s1)c1ccc(S(=O)(=O)N2CCOCC2)cc1	9
c1ccc(-c2nnc(-c3c[nH]c4ccccc34)o2)cc1	-3
Cc1cc2c(cc1C)NC(CC(=O)Nc1ccc(Cl)c(Cl)c1)C(=O)N2 (stereo not given)	5
COc1ccc(-c2cc(=O)n(CC(=O)Nc3ccc(F)c(F)c3)cn2)cc1	-2
O=C(Nc1cc(C(F)(F)F)ccc1Cl)c1ncc(-c2ccccc2)o1	-11
COc1ncccc1C(=O)N1CCC(Oc2ncccc2Br)CC1	-11
CC(C)(C)c1ccc(-n2c(=O)[nH]c3c(C(N)=O)nc(-c4cccc(C(F)(F)F)c4)nc32)cc1	-3
O=S(=O)(CCCOc1ccc(F)cc1)NCCc1ccc(Cl)cc1	-20
O=S1(=O)N=C(NN=Cc2ccco2)c2ccccc21	-8
COC(=O)N1CCc2ccc(Br)cc2C1C(=O)Nc1cc(Cl)ccc1C#N (stereo not given)	-25
CSc1nnc(CNC(=O)c2ccccc2C(F)(F)F)n1-c1cccc(C)c1	3
C[C@@H](Cc1ccoc1)NC(=O)C1(c2ccc(Cl)cc2)CCCC1	-1
COc1cccc2sc(N(CC3CCCO3)C(=O)/C=C/c3ccc4c(c3)OCO4)nc12 (stereo not given)	-11
COc1cccc(OCC(=O)NCc2cc(C)oc2C)c1	-5
CCC(=O)Nc1ccc(SCC(=O)N2CCCc3ccccc32)nn1	15
Cc1c(Cl)ccc2sc(NC(=O)C3CCCN3S(C)(=O)=O)nc12 (stereo not given)	-7

Reformatted as a markdown table: part of the list above.
| SMILES | PriA SSB inh |
| --- | --- |
| O=S1(=O)N=C(NN=Cc2ccco2)c2ccccc21 | -8 |
| COC(=O)N1CCc2ccc(Br)cc2C1C(=O)Nc1cc(Cl)ccc1C#N (stereo not given) | -25 |

Further results.
SMILES	PriA SSB inh
O=C(NCC1CCN(C(=O)c2ccncc2)CC1)C1c2ccccc2Oc2ccccc21	-7
COc1cc(C=NNS(=O)(=O)c2ccccc2)cc(OC)c1OC	-26
Cc1cc(=O)[nH]c(-n2nc(C)cc2NC(=O)C2CCN(S(C)(=O)=O)CC2)n1	30
COc1ccc(C2CCCN2CCNC(=O)C(C)Oc2ccccc2)cc1 (stereo not given)	0
Cc1cc2nc(NC(=O)c3ccn(C(C)C)n3)sc2cc1C	-9
Cc1nnsc1C(=O)NCCn1ncc2c(N3CCN(Cc4ccccc4)CC3)ncnc21	-4
CS(=O)(=O)c1ccc(Nc2nc(C(=O)NC3CC3)cs2)cc1	-4
CN(CC#CCNC(=O)c1ccco1)Cc1ccccc1	8
O=C(Nc1cccnc1)C1CCN(c2ccc(-c3ccc(Cl)cc3)nn2)CC1	-18
Cc1ccc(C)c(C(=O)NCc2cc(C)nc(N3CCCCC3)n2)c1	-18
COc1ccc(C)c2sc(NS(=O)(=O)c3ccc(Cl)cc3)nc12	-4
COc1ccccc1-n1c(CNC(=O)C23CC4CC(CC(C4)C2)C3)nnc1SCc1ccc(F)cc1	-3
COc1cccc(-c2ccc(=O)n(CCCC(=O)Nc3cc(Cl)cc(Cl)c3)n2)c1	-5
Cc1ccccc1OCC(=O)Nc1ccc2c(c1)CCC(=O)N2	8
O=C(c1ccc(=O)[nH]n1)N1CCC(Oc2ncccc2Cl)CC1	3
COc1cc2[nH]c3c(=O)n(CC(=O)Nc4ccc(F)c(F)c4)cnc3c2cc1OC	-9
O=C(CCCc1ccccc1)NCCn1ncc2c(N3CCN(c4ncccn4)CC3)ncnc21	-5
Cc1nnc(NC(=O)COc2ccc(Cl)cc2Cl)s1	-15
COc1ccc2nc(-c3ccc(C)c(NS(=O)(=O)c4cc(F)ccc4F)c3)cn2n1	-4
COc1ccc(CCNC(=O)CC(C)=NNC(=O)Cc2cccc3ccccc23)cc1OC	-11
CC(O)(CNS(=O)(=O)c1ccc(-n2cccn2)cc1)c1cc2ccccc2o1 (stereo not given)	-9
Cc1cc(C)c2c(c1)C(=c1sc3n(c1=O)CN(c1ccccc1)CN=3)C(=O)N2	1
CC1(C)C2CC=C(C=NNC(=S)NCCc3ccccc3)C1C2 (stereo not given)	2
Cc1cc(C(=O)Nc2nnc(-c3cc(C)nn3C)o2)on1	49*
O=C(O)CNC(=O)CC1SC(=NN=C2CSC(=O)N2)NC1=O (stereo not given)	95*
O=C(OCc1cc(-c2ccc3c(c2)OCO3)on1)c1ccccc1Cl	-14
COc1ccc(CC(=O)NCCc2cc3c(C)ccc(C)c3[nH]c2=O)cc1	-1
COc1ccc(C(=O)Nc2nc3nc(C)cc(C)c3s2)cc1OC	-14
Cc1ccc([C@@H]2CC(c3cccs3)=NN2C(=O)CSCc2ccco2)cc1	-10

Screening results: PubChem, Small Molecule Screening Facility, UW Madison
